# Screening data: PubChem, Broad Institute
# EZH2 inh: EZH2 (human) methyltransferase inhibition; Q15910; PRC2 H3K27 methylation, DELFIA TRF, 1 h; inhibition, % at 12.5 µM; 57,000 tested, 0.35% active; AID 651548;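 active = mean inhibition of replicates at least 50% and every single replicate also reaching 50%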;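 also: dimethyl H3K27 on biotinylated H3 21-44 peptide detected by antibody; plate controls were median neutral control wells for no effect and median positive control wells for full effect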
# Target sequence (Q15910 whole entry, looked up): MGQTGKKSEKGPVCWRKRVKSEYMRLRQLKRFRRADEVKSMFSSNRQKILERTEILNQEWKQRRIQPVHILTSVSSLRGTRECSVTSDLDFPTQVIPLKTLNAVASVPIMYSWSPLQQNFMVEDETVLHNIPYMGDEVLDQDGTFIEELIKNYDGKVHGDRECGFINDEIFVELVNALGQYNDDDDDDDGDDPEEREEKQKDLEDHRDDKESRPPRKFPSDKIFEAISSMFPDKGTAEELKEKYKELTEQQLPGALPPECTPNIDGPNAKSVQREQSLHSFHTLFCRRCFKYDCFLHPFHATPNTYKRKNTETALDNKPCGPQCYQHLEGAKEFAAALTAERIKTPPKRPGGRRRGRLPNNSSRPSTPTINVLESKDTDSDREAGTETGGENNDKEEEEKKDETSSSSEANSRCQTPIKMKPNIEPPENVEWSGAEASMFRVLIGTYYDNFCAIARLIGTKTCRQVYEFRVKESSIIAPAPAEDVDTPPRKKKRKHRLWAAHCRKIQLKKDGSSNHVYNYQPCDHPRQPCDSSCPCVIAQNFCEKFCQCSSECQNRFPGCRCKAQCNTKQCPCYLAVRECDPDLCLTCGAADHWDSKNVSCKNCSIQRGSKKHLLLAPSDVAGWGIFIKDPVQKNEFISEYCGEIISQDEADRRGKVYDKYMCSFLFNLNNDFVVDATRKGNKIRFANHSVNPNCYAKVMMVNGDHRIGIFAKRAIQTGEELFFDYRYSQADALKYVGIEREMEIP
# IDH1 R132H inh: blocks human IDH1 R132H reductase activity; diaphorase/resazurin fluorescence, 60 min; inhibition, % at 10 µM; 70,000 tested, 0.18% active; O75874; in the data active = inhibition above about 34%;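 also: 0% = DMSO and 100% = no enzyme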
# Active calls of the source: *; nt = not tested or not shown.
molecule | EZH2 inh | IDH1 R132H inh
O=C(C[C@@H]1CC[C@@H](NC(=O)Cc2cccnc2)[C@H](CO)O1)Nc1ccc(-c2ccccc2)cc1 | 8 | -0.1
CCC(=O)N(C)C[C@@H]1Oc2cc(-c3ccc(F)cc3)ccc2S(=O)(=O)N([C@@H](C)CO)C[C@@H]1C | nt | -0.3
O=C(Nc1ccc(F)cc1)N[C@H]1CC[C@@H](CCNC(=O)c2cc(Cl)cc(Cl)c2)O[C@H]1CO | -13 | 0.1
CC(C)CC#Cc1ccc2c(c1)O[C@@H](CN(C)S(C)(=O)=O)[C@H](C)CN([C@H](C)CO)S2(=O)=O | -17 | -2.4
O=C(C[C@@H]1C[C@@H]2c3cc(NC(=O)C4CCC4)ccc3O[C@@H]2[C@@H](CO)O1)NCC1CC1 | -6 | 0.0
C[C@@H]1CN([C@@H](C)CO)C(=O)Cc2cc(NC(=O)CCC(F)(F)F)ccc2O[C@@H]1CN(C)S(=O)(=O)c1ccccc1 | 2 | 1.9
C[C@H]1CN([C@@H](C)CO)C(=O)c2cc(NC(=O)Nc3ccc(F)cc3)ccc2O[C@@H]1CN(C)C(=O)Nc1ccc2c(c1)OCO2 | nt | 0.0
O=C(C[C@H]1CC[C@@H](NS(=O)(=O)c2ccccc2)[C@H](CO)O1)NCc1ccncn1 | -11 | -0.5
CO[C@H]1CN(C)C(=O)c2cc(NC(=O)c3ccc4c(c3)OCO4)ccc2OC[C@@H](C)NC[C@H]1C | 6 | 0.1
C[C@H](CO)N1C[C@H](C)[C@H](CN(C)C)Oc2ccc(NS(=O)(=O)c3cn(C)cn3)cc2CC1=O | 2 | 4.6
CO[C@@H]1CN(C)C(=O)c2ccc(NC(=O)c3cc(C)on3)cc2OC[C@H](C)N(CC2CC2)C[C@@H]1C | -4 | 0.4
COc1ccc(S(=O)(=O)Nc2ccc3c(c2)C(=O)N([C@H](C)CO)C[C@H](C)[C@H](CN(C)C(=O)Nc2ccc4c(c2)OCO4)OCCCC[C@@H](C)O3)cc1 | nt | 2.3
C[C@@H]1CCCCO[C@@H](CN(C)C(=O)NC2CCCCC2)[C@@H](C)CN([C@H](C)CO)C(=O)c2cc(N(C)C)ccc2O1 | 6 | nt
COCCOC(=O)N1C(=O)[C@@]2(c3ccccc31)[C@H](c1ccccc1OCCO)N1[C@H](c3ccccc3)[C@H](c3ccccc3)OC(=O)[C@H]1[C@@H]2C(N)=O | -16 | 0.1
C[C@@H]1CN([C@H](C)CO)C(=O)c2cc(N(C)C)ccc2O[C@@H](C)CCCCO[C@H]1CN(C)C(=O)NC1CCCCC1 | 2 | -0.1
CCCNC(=O)N(C)C[C@@H]1Oc2ncc(-c3ccc(F)cc3)cc2C(=O)N([C@@H](C)CO)C[C@@H]1C | 14 | -3.0
O=C(CCCCC(=O)Nc1c(I)cc(I)c(C(=O)O)c1I)Nc1c(I)cc(I)c(C(=O)O)c1I | 2 | 0.1
C[C@@H]1CN([C@@H](C)CO)C(=O)CCCn2cc(nn2)CO[C@@H]1CN(C)S(=O)(=O)c1cn(C)cn1 | nt | 0.3
C[C@@H]1CN([C@@H](C)CO)S(=O)(=O)c2ccc(C#CC3CC3)cc2O[C@H]1CN(C)C | 18 | 0.0
COc1ccc(NC(=O)N(C)C[C@H]2OCCCC[C@H](C)Oc3ccc(NC(=O)c4ccccc4)cc3C(=O)N([C@@H](C)CO)C[C@H]2C)cc1 | nt | 1.0
CC(C)=CCc1cc(/C=C2\OC(=O)C(c3cc4c(cc3O)OC(C)(C)CC4)C2=O)ccc1O (stereo not given) | 78* | nt
C[C@H](CO)N1C[C@H](C)[C@H](CN(C)C(=O)Nc2ccc(C(F)(F)F)cc2)Oc2ccc(NC(=O)CCN3CCOCC3)cc2C1=O | nt | -0.2
C=C[C@](C)(O)CC/C=C(\C)C(=O)O[C@@H]1[C@@H]2O[C@]2(C)[C@H]2[C@H](O[C@@H]3O[C@H](CO)[C@@H](O)[C@H](O)[C@H]3O)OC=C[C@@]12OC(=O)/C(C)=C/CC[C@](C)(O)C=C | nt | -0.3
CCOC(=O)N(C)C[C@@H]1OCc2ccccc2-c2ccccc2C(=O)N([C@H](C)CO)C[C@@H]1C | -9 | -1.1
COCC#Cc1cnc2c(c1)C(=O)N([C@@H](C)CO)C[C@H](C)[C@H](CN(C)C(=O)Nc1ccc(OC)cc1)O2 | 11 | 1.7

# Some values from the entries so far.
# Entry of CCOC(=O)N(C)C[C@@H]1OCc2ccccc2-c2ccccc2C(=O)N([C@H](C)CO)C[C@@H]1C under EZH2 inh: -9
# Entry of C[C@H](CO)N1C[C@H](C)[C@H](CN(C)C)Oc2ccc(NS(=O)(=O)c3cn(C)cn3)cc2CC1=O under IDH1 R132H inh: 4.6

# Returning to the listing; the 5 compounds before the break are reprinted first.
molecule | EZH2 inh | IDH1 R132H inh
CC(C)=CCc1cc(/C=C2\OC(=O)C(c3cc4c(cc3O)OC(C)(C)CC4)C2=O)ccc1O (stereo not given) | 78* | nt
C[C@H](CO)N1C[C@H](C)[C@H](CN(C)C(=O)Nc2ccc(C(F)(F)F)cc2)Oc2ccc(NC(=O)CCN3CCOCC3)cc2C1=O | nt | -0.2
C=C[C@](C)(O)CC/C=C(\C)C(=O)O[C@@H]1[C@@H]2O[C@]2(C)[C@H]2[C@H](O[C@@H]3O[C@H](CO)[C@@H](O)[C@H](O)[C@H]3O)OC=C[C@@]12OC(=O)/C(C)=C/CC[C@](C)(O)C=C | nt | -0.3
CCOC(=O)N(C)C[C@@H]1OCc2ccccc2-c2ccccc2C(=O)N([C@H](C)CO)C[C@@H]1C | -9 | -1.1
COCC#Cc1cnc2c(c1)C(=O)N([C@@H](C)CO)C[C@H](C)[C@H](CN(C)C(=O)Nc1ccc(OC)cc1)O2 | 11 | 1.7
COCCNC(=O)C[C@@H]1C[C@H]2c3cc(N(C)C)ccc3O[C@H]2[C@H](CO)O1 | 9 | -0.5
CCC(=O)Nc1ccc2c(c1)C(=O)N(C)C[C@H](OC)[C@H](C)CN(Cc1ccccc1OC)[C@H](C)CO2 | 0 | -0.6
CCC(=O)Nc1ccc2c(c1)C(=O)N(C)C[C@@H](OC)[C@H](C)CN(C(=O)Cc1cccnc1)[C@H](C)CO2 | 0 | 0.0
CO[C@H]1CN(C)C(=O)c2cc(NC(=O)CC(F)(F)F)ccc2OC[C@H](C)N(S(=O)(=O)c2cn(C)cn2)C[C@@H]1C | 9 | -0.1
Cc1noc(C)c1S(=O)(=O)Nc1ccc2c(c1)C(=O)N([C@@H](C)CO)C[C@@H](C)[C@@H](CN(C)CC1CCCCC1)O2 | nt | 0.2
C[C@H]1CN([C@@H](C)CO)C(=O)c2cccc(NC(=O)c3ccncc3)c2O[C@@H]1CN(C)S(=O)(=O)c1ccc(Cl)cc1 | 3 | nt
CCCC#Cc1cnc2c(c1)C(=O)N([C@H](C)CO)C[C@H](C)[C@@H](CN(C)C(=O)Nc1c(C)noc1C)O2 | 2 | nt
C[C@@H]1CCCCO[C@@H](CN(C)C(=O)Nc2cccc3ccccc23)[C@@H](C)CN([C@H](C)CO)C(=O)c2cc(NC(=O)Nc3ccccc3)ccc2O1 | nt | 1.0
O=C(C[C@@H]1C=C[C@@H](NC(=O)C2CCC2)[C@@H](CO)O1)NC1CCCCC1 | 2 | 0.2
C[C@@H]1CN([C@H](C)CO)C(=O)c2cc(NC(=O)Nc3ccc4c(c3)OCO4)ccc2O[C@H]1CN(C)C(=O)Nc1ccc(C(F)(F)F)cc1 | nt | 0.9
O=C(NCC[C@H]1CC[C@H](NC(=O)c2ccccc2F)[C@H](CO)O1)c1ccc2c(c1)OCO2 | -8 | 0.0
C[C@H](CO)N1C[C@H](C)[C@@H](CN(C)C(=O)c2ccncc2)Oc2ncc(/C=C/c3ccccc3)cc2C1=O | 6 | -2.3
C[C@@H]1CN([C@H](C)CO)C(=O)Cc2cc(NS(=O)(=O)c3ccc(F)cc3)ccc2O[C@H]1CN(C)S(=O)(=O)c1ccccc1 | nt | 0.4
COc1ccc(NC(=O)Nc2ccc3c(c2)C(=O)N([C@H](C)CO)C[C@@H](C)[C@@H](CN(C)Cc2ccccc2)OCCCC[C@H](C)O3)cc1 | nt | 0.8
C[C@H](CO)N1C[C@H](C)[C@@H](CN(C)Cc2ccc3c(c2)OCO3)Oc2ccc(NC(=O)c3ccncc3)cc2C1=O | 1 | 2.5
COc1ccccc1S(=O)(=O)N(C)C[C@H]1Oc2ncc(Br)cc2C(=O)N([C@H](C)CO)C[C@H]1C | 6 | nt
CC(=O)c1ccc(NC(=O)CSc2nc(-c3ccccc3)cc(=O)[nH]2)cc1 | 6 | 0.1
CC(C)C#Cc1ccc2c(c1)O[C@H](CN(C)C(=O)c1ccncc1)[C@H](C)CN([C@@H](C)CO)S2(=O)=O | 6 | nt
CCc1ccccc1NC(=O)CNS(=O)(=O)c1ccc(C)cc1 | 17 | -0.2
O=C(C1=C[C@H](c2ccccc2)C[C@H](OCc2ccc(CO)cc2)O1)N1CCOCC1 | 4 | nt
C[C@H]1CN([C@@H](C)CO)C(=O)c2cc(NS(C)(=O)=O)ccc2O[C@H]1CN(C)Cc1ccc(Oc2ccccc2)cc1 | 1 | 1.5
C[C@H](CO)N1C[C@H](C)[C@H](CN(C)CC2CCCC2)Oc2ncc(Br)cc2C1=O | 4 | -0.4
C[C@@H]1CN([C@H](C)CO)C(=O)c2cc(-c3ccc(C#N)cc3)cnc2O[C@@H]1CN(C)Cc1ccncc1 | 2 | 9.8
CCOc1ccc(NC(=O)Cn2ccc([N+](=O)[O-])n2)cc1 | -8 | -0.4
CC(C)NC(=O)N(C)C[C@H]1Oc2ncc(-c3ccc(C(=O)N(C)C)cc3)cc2C(=O)N([C@@H](C)CO)C[C@H]1C | -2 | -0.2

# 6 entries drawn at random from the list so far, as already listed:
molecule | EZH2 inh | IDH1 R132H inh
CCC(=O)Nc1ccc2c(c1)C(=O)N(C)C[C@H](OC)[C@H](C)CN(Cc1ccccc1OC)[C@H](C)CO2 | 0 | -0.6
O=C(C1=C[C@H](c2ccccc2)C[C@H](OCc2ccc(CO)cc2)O1)N1CCOCC1 | 4 | nt
Cc1noc(C)c1S(=O)(=O)Nc1ccc2c(c1)C(=O)N([C@@H](C)CO)C[C@@H](C)[C@@H](CN(C)CC1CCCCC1)O2 | nt | 0.2
C[C@@H]1CN([C@H](C)CO)C(=O)c2cc(NC(=O)Nc3ccc4c(c3)OCO4)ccc2O[C@H]1CN(C)C(=O)Nc1ccc(C(F)(F)F)cc1 | nt | 0.9
COc1ccc(NC(=O)Nc2ccc3c(c2)C(=O)N([C@H](C)CO)C[C@@H](C)[C@@H](CN(C)Cc2ccccc2)OCCCC[C@H](C)O3)cc1 | nt | 0.8
COc1ccccc1S(=O)(=O)N(C)C[C@H]1Oc2ncc(Br)cc2C(=O)N([C@H](C)CO)C[C@H]1C | 6 | nt

# (cont.)
molecule | EZH2 inh | IDH1 R132H inh
Cc1ccccc1CN(C)C[C@H]1OCc2cn(nn2)CCCC(=O)N([C@H](C)CO)C[C@@H]1C | 3 | 0.6
C[C@@H]1CCCCO[C@H](CN(C)C(=O)Nc2ccc(C(F)(F)F)cc2)[C@@H](C)CN([C@@H](C)CO)C(=O)c2cc(NS(=O)(=O)c3ccc(Cl)cc3)ccc2O1 | nt | 0.0
O=C(C[C@@H]1C[C@@H]2c3cc(NC(=O)NC4CCCC4)ccc3O[C@@H]2[C@H](CO)O1)NCC(F)(F)F | 3 | 0.5
COCC#Cc1cnc2c(c1)C(=O)N([C@@H](C)CO)C[C@@H](C)[C@@H](CN(C)C(=O)Nc1cc(F)ccc1F)O2 | 3 | -1.4
Cc1noc(C)c1S(=O)(=O)Nc1ccc2c(c1)C(=O)N([C@H](C)CO)C[C@@H](C)[C@@H](CN(C)C(=O)Cc1ccccc1)OCCCC[C@H](C)O2 | nt | -0.3
Cc1noc(C)c1NC(=O)N(C)C[C@H]1Oc2ccc(NC(=O)Cc3ccccc3)cc2C(=O)N([C@@H](C)CO)C[C@@H]1C | 0 | 1.6
CO[C@H]1CN(C)C(=O)c2ccc(NC(=O)c3ccc(F)cc3)cc2OC[C@@H](C)NC[C@@H]1C | -4 | -0.1
C[C@H]1CN([C@@H](C)CO)C(=O)c2cc(-c3ccc(C(=O)N(C)C)cc3)cnc2O[C@@H]1CN(C)C(=O)c1ccncc1 | 0 | 1.6
O=C(Cn1c(COc2ccccc2)nc2ccccc21)N1CCOCC1 | nt | -0.2
O=C(NCCO)C(=O)NCc1ccco1 | 22 | 1.0
CCCN(C)C[C@H]1Oc2ncc(-c3ccncc3)cc2C(=O)N([C@@H](C)CO)C[C@@H]1C | 0 | 2.1
Cc1ccc(S(=O)(=O)Nc2ccc3c(c2)C(=O)N([C@@H](C)CO)C[C@H](C)[C@H](CN(C)Cc2ccc(C(=O)O)cc2)OCCCC[C@@H](C)O3)cc1 | nt | -0.8
C[C@@H]1CN([C@@H](C)CO)C(=O)c2cccc(NC(=O)C3CC3)c2O[C@H]1CN(C)Cc1ccc(C(=O)Nc2ccccc2N)cc1 | -9 | 1.2
COc1cccc(C(=O)Nc2ccc3c(c2)C(=O)N(C)C[C@@H](OC)[C@@H](C)CN(C(=O)C2CCCC2)[C@@H](C)CO3)c1 | -14 | -0.4
COc1ccc(CSCC(N)C(=O)O)cc1Br (stereo not given) | 10 | 0.4
O=C(O)CCc1ccc(-c2cccs2)n1-c1cc(Cl)ccc1O | 20 | -0.1
OCC1CCCN1CC1CC1 (stereo not given) | -2 | -0.1

# The list is partial. The share of hits here may be higher or lower than overall.
